# High-throughput results deposited in PubChem by several laboratories.
# MC4R ag barr – agonists of human melanocortin 4 receptor (MC4R) beta-arrestin; AID 540308; activation, % at 8.9 µM; U2OS MC4R beta-arrestin complementation, luminescence; percent of melanotan II response, DMSO zero; hit rate 0.98% among 360,000; P32245;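 active = activation above a per-plate cutoff, the mean activation of sample wells on that plate plus 3 SD, cut at about 8% in these data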
# Cardio protect – protects H9c2 cardiomyocytes from peroxide injury. H2O2 injury protection, ATPLite, 2 h. protection from H2O2 cell death, % at 20 µM. hit rate 0.63% among 360,000;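 active = compounds giving at least 50% protection of heart cells from peroxide-induced death in the single-dose screen, raw or plate-pattern-corrected value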;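 note: 0% = DMSO wells with peroxide and 100% = DMSO wells without peroxide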
# MC4R antagonist – antagonists of human melanocortin 4 receptor (MC4R); inhibition, % at 6.5 µM; P32245; MC4R-expressing cells, MTII-stimulated cAMP, LANCE TR-FRET; hit rate 0.48% among 360,000; AID 540295;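 active = inhibition above its plate's cutoff, the mean of tested wells on that plate plus 3 SD, cut at about 29% in these data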;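 note: 0% = Melanotan II alone and 100% = Melanotan II plus saturating MCL0020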
#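 Assay system: U2OS-MC4R stable cell line; Also added: Melanotan II; Technique: Eu-cAMP/anti-cAMP TR-FRET, emission 671 nm; Times: 30-min compound, 1-h challenge, 1-h detection, room temperature.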
# NOD2 RIPK2 PPI – NOD2-RIPK2 protein interaction inhibition; inhibition, % at 4.98 µM; CHO BLA complementation NOD2-RIPK2, CCF4 ratio; O43353; hit rate 0.38% among 360,000; in the data active = inhibition above about 21%;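 note: 0% = vehicle only and 100% = reference blocker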
# Target sequence (O43353 whole entry, looked up): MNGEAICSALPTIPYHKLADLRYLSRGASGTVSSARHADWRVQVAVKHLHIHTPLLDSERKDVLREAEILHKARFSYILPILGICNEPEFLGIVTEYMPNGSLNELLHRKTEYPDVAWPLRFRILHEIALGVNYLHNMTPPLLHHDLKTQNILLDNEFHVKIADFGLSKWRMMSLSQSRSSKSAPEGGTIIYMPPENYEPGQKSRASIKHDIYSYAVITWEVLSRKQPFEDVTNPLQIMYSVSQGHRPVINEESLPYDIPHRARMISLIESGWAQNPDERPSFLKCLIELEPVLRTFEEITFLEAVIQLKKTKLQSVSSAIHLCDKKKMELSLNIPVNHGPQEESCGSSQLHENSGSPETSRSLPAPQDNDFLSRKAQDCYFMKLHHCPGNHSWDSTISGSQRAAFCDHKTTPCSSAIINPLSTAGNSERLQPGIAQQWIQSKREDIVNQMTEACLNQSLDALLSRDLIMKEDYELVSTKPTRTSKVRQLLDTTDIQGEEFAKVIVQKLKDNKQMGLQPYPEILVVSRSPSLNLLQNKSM
# ABHD5-PLIN5 inh – blocks binding of human ABHD5 to perilipin-5; AID 602281; Q00G26+Q8WTS1; hit rate 0.78% among 360,000; inhibition, % at 4 µM; Split G. princeps luciferase complementation, luminescence, 4 h;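 active = inhibition above the mean inhibition across every tested compound plus 3 SD, cut at about 22% in these data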;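 note: 0% = DMSO only wells and the 100% control is not disclosed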
# ABCB6 inh MLPCN – human ABCB6 transporter inhibition. Q9NP58. K562-ABCB6 porphyrin accumulation, flow cytometry, 1 h; stronger effect = lower value. fluorescence ratio to DMSO, % at 10 µM. hit rate 0.19% among 360,000;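 active = fluorescence ratio to DMSO below 75%, the collection mean minus 3 SD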;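 note: signal is porphyrin accumulated inside mitochondria; 100% equals median channel fluorescence of DMSO control wells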
# HTR2A ag – activates the mouse 5-HT2A serotonin receptor. CHO-K1 mHTR2A beta-arrestin complementation, luminescence; percent of 30 µM serotonin response. activation, % at 7.6 µM. hit rate 0.66% among 360,000. AID 624169;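 active = activation above a run cutoff, the mean activation of all tested compounds plus 3 SD, cut at about 14% in these data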;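 note: 0% = plate median of compound wells and 100% = 30 µM serotonin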
# Target sequence (P35363 whole entry, looked up): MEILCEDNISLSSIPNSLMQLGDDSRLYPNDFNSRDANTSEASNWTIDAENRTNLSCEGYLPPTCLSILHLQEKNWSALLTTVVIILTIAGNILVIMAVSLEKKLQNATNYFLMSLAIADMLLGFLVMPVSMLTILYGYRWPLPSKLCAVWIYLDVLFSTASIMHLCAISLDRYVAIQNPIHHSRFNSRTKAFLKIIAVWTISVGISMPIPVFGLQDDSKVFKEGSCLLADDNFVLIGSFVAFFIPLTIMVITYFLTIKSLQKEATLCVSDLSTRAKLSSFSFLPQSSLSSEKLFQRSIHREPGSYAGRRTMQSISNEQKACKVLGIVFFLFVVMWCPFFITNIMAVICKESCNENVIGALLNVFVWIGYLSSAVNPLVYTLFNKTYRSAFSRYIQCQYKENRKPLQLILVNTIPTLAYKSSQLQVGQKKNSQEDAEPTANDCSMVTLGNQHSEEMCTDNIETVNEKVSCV
# N-glyco inh – N-linked glycosylation inhibition | reporter increase, % at 12.5 µM | D54 ERlucT glycosylation luciferase reporter, 24 h; percent of 100 nM tunicamycin response | hit rate 0.23% among 360,000;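 active = mean luciferase reporter signal, scaled so untreated is 0 and the glycosylation-blocking control 100, at or above a set limit in every replicate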;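 note: luciferase carries N-glycosylation sites so blocking glycosylation raises the light; 0% = median of neutral control wells and 100% = median of 100 nM tunicamycin wells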
# NCOA2 inhibitor – human SRC2 (NCOA2) inhibition; Q15596; HEK293 GAL4-SRC2 luciferase reporter, luminescence; inhibition, % at 9 µM; hit rate 0.17% among 370,000;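 active = inhibition above the mean inhibition of all tested compounds plus 3 SD, set per campaign, cut at about 52% in these data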;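 note: 0% = DMSO treated cells and 100% = cells given Gossypol at 36 µM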
# TLR9-MyD88 block – blocks human TLR9 binding to MyD88; inhibition, % at 4.98 µM; hit rate 0.21% among 340,000; Q9NR96+Q99836; CHO BLA complementation TLR9-MyD88, CCF4 FRET ratio;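 active = inhibition above the mean over all tested compounds plus 3 SD, cut at about 21% in these data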;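 note: 0% = DMSO only wells and 100% = clavulanate BLA inhibitor control wells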
# * hit, by the source's call; . = no result given. Only part of the results is shown; rates above refer to the full screens.
SMILES,MC4R ag barr,Cardio protect,MC4R antagonist,NOD2 RIPK2 PPI,ABHD5-PLIN5 inh,ABCB6 inh MLPCN,HTR2A ag,N-glyco inh,NCOA2 inhibitor,TLR9-MyD88 block
N#Cc1cnn2c(C(F)(F)F)cc(-c3ccccc3)nc12,-0.4,-9,6,-5,-8,99,-4,1,-31,-1
N#C/C(=C\c1c(N2CCN(Cc3ccccc3)CC2)nc2ccccn2c1=O)S(=O)(=O)c1ccccc1,-2.8,7,9,-6,6,99,-10,2,14,-9
O=C1CC(c2ccccc2)CC(O)=C1C=Nc1ccccc1Cl (configuration not stated),3.2,-2,-15,3,2,101,0,1,-16,2
Cc1ccc(OCCC(=O)Nc2ccc(C)c(S(=O)(=O)N3CCOCC3)c2)cc1,0.0,-7,7,3,-4,98,-3,-2,-1,-6
Cc1ccc2nc3n(c(=O)c2c1)-c1cc2ccccc2cc1C(=O)NC3Cc1ccccc1 (configuration not stated),2.9,-4,-1,-12,12,91,0,13,4,13
Nc1ccc(Oc2ccc3c(c2)OCO3)cc1,-1.4,2,2,-1,-7,100,0,1,16,-9
CCCCN(CC)C(=S)Nc1ccc2nc(N3CCN(C)CC3)cc(C)c2c1,-2.7,-1,4,-4,-2,102,-12,-2,27,9
COc1cccc(N(CC(=O)N2CCCC2)S(C)(=O)=O)c1,-2.1,12,8,1,-10,100,1,1,-8,-8
CC(=O)NC(CCS(C)(=O)=O)C(=O)Nc1ccc(F)cc1Cl (configuration not stated),0.2,1,8,-16,3,99,5,-1,4,-7
Cc1cccc(-c2noc(CNC(=O)c3ccco3)n2)c1,-2.0,-3,6,-5,9,90,9,1,-10,3
COc1ccc(S(=O)(=O)N2CCc3ccccc32)cc1C(=O)Nc1ccc(NC(C)=O)cc1,0.3,7,4,-2,-3,101,-4,0,2,9
COc1ccc(CNS(=O)(=O)c2ccc3c(c2)NC(=O)C(C)S3)cc1 (configuration not stated),-3.5,-9,9,1,-11,97,1,0,-13,1
COc1ccc(CN2CCCC(CO)(Cc3ccc(F)cc3)C2)cc1C (configuration not stated),-0.4,-6,-7,-6,0,102,0,-2,-5,-8
O=C(COC(=O)c1ccccc1Oc1ccccc1)NC1CC1,-2.2,-1,6,-8,0,99,0,0,0,-3
C#CC[N+]1(CC#Cc2cccc(C)c2)CCCCC1,0.4,-12,3,-5,0,96,-5,2,1,-4
COc1ccccc1N1CCN(CC(=O)Nc2c(C)n(C)n(-c3ccccc3)c2=O)CC1,-2.4,3,2,2,4,103,4,1,16,-19
COc1cc(OCc2ccccc2)c(C(=O)/C=C/c2ccc3c(c2)OCO3)c(OC)c1OC,0.1,10,15,0,17,98,-10,5,13,-3
CCOC(=O)C1=CC[C@@H](c2cc3cc(OC)ccc3n2C)N(S(=O)(=O)c2ccc(C)cc2)[C@H]1C(=O)OCC,0.1,2,6,-10,-5,103,-1,-6,-2,-10
O=C(N1CCOCC1)C12CC3CC(C1)CC(c1ccccc1)(C3)C2,-1.1,0,4,-4,-2,97,1,-2,5,-1
COC(=O)c1c(NC(=O)Cc2ccc(OC)c(S(=O)(=O)N3CCOCC3)c2)sc(C)c1C,-2.1,6,19,5,0,97,10,2,6,-1
CCCCOC(=O)NCN1C(=O)C2C3C=CC(C3)C2C1=O (configuration not stated),-2.2,1,-4,4,-2,111,6,-2,6,11
Cc1ccn2cc(C(=O)Nc3ccccc3N3CCOCC3)nc2c1,-1.0,20,-4,-6,3,96,0,4,-5,4
Nc1ccc(S(=O)(=O)NNC(=O)C(=O)NNc2ccccc2)cc1,-0.7,7,-1,-6,3,106,5,3,-2,3
CCOC(=O)n1c(=O)oc2cc(S(=O)(=O)N3CCCCC3)ccc21,-1.0,7,4,-4,-1,100,1,0,.,2
CCC(=O)NS(=O)(=O)c1cccnc1Nc1ccc(Cl)cc1,1.2,2,6,-4,5,93,-1,2,2,-6
COc1ccccc1Cc1noc(-c2cc(Cl)ccc2OC)n1,0.1,-2,5,-4,-3,102,1,0,-4,4
CCOc1ccc2nc(NC(=O)C(NS(=O)(=O)c3cccs3)C(C)C)sc2c1 (configuration not stated),-0.9,-2,10,9,-8,102,-9,-8,.,-4
O=C(CSc1nnnn1-c1ccc(O)cc1)Nc1cccc(S(=O)(=O)N2CCCC2)c1,-2.5,-22,0,1,2,94,-5,0,-27,13
Cc1ccccc1-n1c(SCC(=O)c2cc(C)n(C)c2C)nnc1-c1ccncc1,0.4,13,16,-6,1,87,0,-2,-21,-4
CC(Sc1nc(N)cc(=O)[nH]1)C(=O)Nc1cccc(Cl)c1 (configuration not stated),-1.4,0,-5,-13,4,97,2,2,16,10

# Sorted by value in NCOA2 inhibitor (lowest first): 3 of the compounds above.
Structure	MC4R ag barr	MC4R antagonist	NOD2 RIPK2 PPI	ABHD5-PLIN5 inh	ABCB6 inh MLPCN	HTR2A ag	N-glyco inh	NCOA2 inhibitor	TLR9-MyD88 block
COc1ccccc1Cc1noc(-c2cc(Cl)ccc2OC)n1	0.1	5	-4	-3	102	1	0	-4	4
CCOC(=O)C1=CC[C@@H](c2cc3cc(OC)ccc3n2C)N(S(=O)(=O)c2ccc(C)cc2)[C@H]1C(=O)OCC	0.1	6	-10	-5	103	-1	-6	-2	-10
COc1ccccc1N1CCN(CC(=O)Nc2c(C)n(C)n(-c3ccccc3)c2=O)CC1	-2.4	2	2	4	103	4	1	16	-19

# The list goes on:
SMILES,MC4R ag barr,Cardio protect,MC4R antagonist,NOD2 RIPK2 PPI,ABHD5-PLIN5 inh,ABCB6 inh MLPCN,HTR2A ag,N-glyco inh,NCOA2 inhibitor,TLR9-MyD88 block
CC(=O)Nc1ccc(NC(=O)C(C)OC(=O)c2cccc(S(=O)(=O)N3CCCCCC3)c2)cc1 (configuration not stated),0.8,-3,-4,-14,3,93,-6,-1,-2,-4
O=C(CNc1ccccc1F)Nc1cccc2ccccc12,-0.9,-2,10,-1,4,99,-1,-1,-27,4
O=C(Nc1cccc(C(F)(F)F)c1)C(=O)N1CCCCC1,-0.5,-4,6,-1,6,92,0,6,-22,5
O=C(COC(=O)c1ccccc1Nc1ccccc1)c1ccccc1,1.1,-12,8,-2,-14,99,-7,-5,-17,-1
COc1cccc(NC(=O)C(NCC2CCCCC2)c2ccccc2)c1 (configuration not stated),2.1,-10,2,1,4,103,-1,-3,15,9
COc1ccccc1C(=O)NCCC(=O)OCC(=O)Nc1ccc(S(N)(=O)=O)cc1,1.5,3,22,1,-8,98,6,0,-34,-2
Cc1cc(NC(=O)CSc2nnc(C3COc4ccccc4O3)o2)no1 (configuration not stated),-1.0,8,12,-14,2,102,8,4,8,-4
Cc1ccc2[nH]c3c(c2c1)CCN(C)C3,0.4,-1,-2,4,8,103,-6,1,24,0
CCOc1ccc(N2C(=O)CC(N(O)c3ccccc3)C2=O)cc1 (configuration not stated),-0.4,7,1,11,-2,88,2,3,-28,-12
CC(=O)Cc1cc(O)c2ccccc2c1OC(=O)c1ccccc1,-1.4,-16,10,-1,67*,108,-8,2,16,0
O=C(Nc1ccccc1C(=O)O)c1cccc(F)c1,0.0,8,6,-6,1,88,-2,1,7,-11
Cc1ccc(-c2ccc(CN3C(CC(C)C)C(=O)N(Cc4cn(Cc5ccco5)nn4)CCS3(=O)=O)cc2)cc1 (configuration not stated),-1.4,-8,12,2,4,96,0,-2,10,-3
O=C(Nc1ccc2oc(-c3ccncc3)nc2c1)c1c(F)c(F)c(F)c(F)c1F,-3.5,6,10,-1,-7,92,-1,0,12,-3
CC1CCCC(C)N1C(=O)COC(=O)c1cccc(S(=O)(=O)N(C)c2ccccc2)c1 (configuration not stated),-2.1,-9,10,-6,6,96,-11,-4,11,-9
O=C(OCc1cccc([N+](=O)[O-])c1)c1ccc[nH]c1=O,-0.1,9,1,-14,0,158,-2,1,16,2
CCOC(=O)C1=C(CC)Nc2ccccc2N=C1NC(=O)c1cc(S(=O)(=O)N2CCOCC2)ccc1C,-2.6,28,1,0,-4,96,-5,-2,-17,2
O=C(NCCN1C(=O)C2C3C=CC(C3)C2C1=O)N1CCCCC1 (configuration not stated),-1.2,11,10,-7,1,102,5,1,16,-6
CC(C(=O)Nc1ccc(F)c(F)c1F)N(C)CCOc1ccccc1 (configuration not stated),0.8,-1,3,6,-3,97,1,1,2,-2
CSc1ccc(CCNS(=O)(=O)c2ccc3c(c2)C(C)(C)C(=O)N3C)cc1,-1.6,2,1,-4,-6,90,7,0,11,0
COc1cccc(CNC(=O)c2ccc(NC(=O)CC3SC(N4CCCC4)=NC3=O)cc2)c1 (configuration not stated),0.5,-3,16,-3,4,95,-1,-2,-7,-1
Cc1nn(C(C)(C)C)c(C)c1/C=N/OC(=O)Nc1ccc(Cl)c(Cl)c1,0.9,-11,12,-3,-4,90,2,-4,70*,-7
Cc1ccc(Nc2nc(N)nc(CSc3nnc(C)s3)n2)cc1,-1.0,-3,0,4,0,101,-5,0,-22,5
O=S(=O)(Nc1cc(S(=O)(=O)N2CCOCC2)ccc1NCC1CCCO1)c1ccccc1F (configuration not stated),-0.5,4,-2,13,2,93,5,1,2,-10
CN(C(=O)c1c[nH]c(=O)cc1C(F)(F)F)c1ccc(Cl)cc1,1.0,-1,-1,4,1,103,5,0,-5,4
Cc1ccc(N2C(=O)CC(N(O)C3CC(=O)N(c4ccc(C)cc4)C3=O)C2=O)cc1 (configuration not stated),-2.3,1,3,2,-4,92,-5,1,-17,-5
CC(C(=O)Nc1ccc(C#N)cc1)N(C)CC(=O)N(C)c1c(N)n(Cc2ccccc2)c(=O)[nH]c1=O (configuration not stated),-0.8,1,3,2,4,104,3,1,4,3
Cc1cccc2cc3c(NC(=O)C(C)(C)C)nn(CC(C)C)c3nc12,0.2,-4,7,5,-12,93,1,-2,17,-16
COC(=O)Cc1ccc(NC(=S)N2CCCC(CO)C2)cc1 (configuration not stated),-0.2,-14,0,-5,-2,96,10,-5,-30,-1
O=C1OC(N2C(=O)CC[C@H]2C(=O)NCC2CCCO2)c2ccccc21 (some centres not stated),0.7,5,-2,5,1,97,-1,-1,20,-17
O=C(OCC(=O)N1CCN(c2ccccc2)CC1)c1ccc(O)cc1O,-1.3,-6,6,5,2,96,0,-1,21,-4
CCOc1cccc(-c2c(C(=O)N/N=C(\C)c3cccs3)nnn2-c2nonc2N)c1,-3.5,2,2,0,4,98,-7,9,7,2
O=C(CCC1CCCN(C(=O)COc2ccccc2)C1)N1CCN(c2ccccn2)CC1 (configuration not stated),-4.9,5,1,1,-4,91,-1,-1,-7,-5
CCC1CC(=O)CCN1S(=O)(=O)c1ccc(C)cc1 (configuration not stated),4.9,5,-1,-12,1,98,1,0,15,-5
Cn1c(CC(=O)Nc2ccc(Cl)c(Cl)c2)nnc1SCC(=O)NCc1ccccc1,-1.1,-8,5,-3,1,100,0,0,8,2
CC(=O)Nc1ccc(C(=O)N2CCCCC2c2cc(C(=O)Nc3ccccc3Cl)no2)cc1 (configuration not stated),-0.4,-6,14,-14,-3,102,-7,-2,-42,.
COC(=O)C1=C(SC)N(c2ccccc2)C(c2ccccc2)CC1=O (configuration not stated),0.9,18,1,-5,1,110,0,0,9,-2
